aGal spleen mod: inhibitors or activators of human alpha-galactosidase in spleen homogenate; P06280; human spleen homogenate, 4MU-alpha-Gal fluorescence, 40 min; Potency, µM (series often up to 80 µM), for the others: at the highest dose activity change, negative = inhibition, hits mostly inhibitors; actives 0.008% (n = 240,000); AID 2107;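 further: 0% = enzyme with vehicle and -100% = no enzyme basal signal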
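qHTS titration in buffer at pH 5.0. Alpha-galactosidase activity in spleen homogenate was measured via 4-methylumbelliferone release from 1 mM fluorogenic substrate after 40 min at 37C and a pH 10 stop. AC50 came from Hill fits of control-normalized data.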
ALDH1A1 block: inhibitors of human aldehyde dehydrogenase 1A1. Potency, µM (series often up to 75.3 µM), for the others: at the top dose activity, negative = inhibition, hits mostly inhibitors. P00352. Purified ALDH1A1, NADH fluorescence, propionaldehyde substrate. actives 7.3% (n = 220,000); active means well fitted inhibition curve with a large enough effect, not every such curve was filed as active; inconclusive means small, poorly fitted or top-dose-only effect, or another doubt; inactive means no such curve, though single readings can be large or run the other way;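 further: plate controls were no enzyme wells and a reference inhibitor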
Target sequence (P00352 whole entry, looked up): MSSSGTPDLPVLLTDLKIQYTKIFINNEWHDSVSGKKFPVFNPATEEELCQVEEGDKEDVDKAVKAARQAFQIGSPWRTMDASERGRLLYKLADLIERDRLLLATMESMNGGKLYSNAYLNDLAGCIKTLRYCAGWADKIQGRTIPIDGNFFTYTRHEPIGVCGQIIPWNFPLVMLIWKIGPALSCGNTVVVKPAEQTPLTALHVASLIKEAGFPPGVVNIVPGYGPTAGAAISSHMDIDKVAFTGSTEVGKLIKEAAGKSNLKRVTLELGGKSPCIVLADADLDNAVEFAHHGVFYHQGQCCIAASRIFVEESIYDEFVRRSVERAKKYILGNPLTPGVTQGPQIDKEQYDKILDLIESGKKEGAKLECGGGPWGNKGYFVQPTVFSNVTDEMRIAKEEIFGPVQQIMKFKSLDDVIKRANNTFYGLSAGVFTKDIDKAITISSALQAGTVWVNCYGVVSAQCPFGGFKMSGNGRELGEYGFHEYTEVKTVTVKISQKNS
TRb-SRC2 inh: disrupts binding of human TR beta to SRC2; P10828; TRbeta-SRC2 peptide binding, fluorescence polarization; receptor liganded with 1 µM T3; Potency, µM (top dose mostly 106 µM), for inactives: at the highest dose activity change, negative = inhibition, most hits filed as inhibitors; actives 0.065% (n = 280,000); AID 1469;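 further: plate controls were bound peptide for no effect and peptide without receptor for full effect; nearly all actives have a fitted effect of over 50% in size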
Target sequence (P10828 whole entry, looked up): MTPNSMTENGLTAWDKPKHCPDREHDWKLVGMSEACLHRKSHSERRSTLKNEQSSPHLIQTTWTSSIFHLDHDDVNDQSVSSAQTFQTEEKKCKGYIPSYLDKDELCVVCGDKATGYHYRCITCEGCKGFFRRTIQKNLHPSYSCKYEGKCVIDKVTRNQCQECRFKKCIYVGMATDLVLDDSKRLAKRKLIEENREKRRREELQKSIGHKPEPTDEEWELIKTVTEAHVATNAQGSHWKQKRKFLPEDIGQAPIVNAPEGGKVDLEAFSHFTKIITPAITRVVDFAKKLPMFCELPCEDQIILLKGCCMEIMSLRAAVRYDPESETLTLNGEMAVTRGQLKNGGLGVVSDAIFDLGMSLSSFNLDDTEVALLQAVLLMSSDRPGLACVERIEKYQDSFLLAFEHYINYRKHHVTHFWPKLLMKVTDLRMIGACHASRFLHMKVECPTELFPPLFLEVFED
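Read-out is fluorescence polarization (555 nm excitation, 632 nm emission) of a Texas Red SRC2 coactivator peptide; loss of signal reflects blocked binding to human TRb ligand-binding domain in the presence of 1 uM T3.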
TexasRed fluor: counter-screen for TRb-SRC2 inhibitors: fluorescence interference; Potency, µM (highest dose often 106 µM), without a hit: at the highest dose fluorescence change, negative = quenching; TRb/SRC2 Texas Red total fluorescence interference; actives 0.29% (n = 280,000); active means well fitted curve in either direction with a large enough effect; inconclusive means small, poorly fitted or top-dose-only effect
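Human TRb ligand-binding domain at 0.6 uM with 20 nM Texas Red SRC2 peptide in Tris buffer containing 1 uM T3 and 5% DMSO, incubated with compound 5 h at ambient temperature. Total fluorescence (555/632 nm) calculated as parallel + 2 × perpendicular.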
Tau ThT inhib: inhibitors of human tau fibril formation, thioflavin T binding | actives 2.1% (n = 270,000) | Potency, µM (highest dose often 57.4 µM), without a hit: at the top dose activity, negative = inhibition, hits mostly inhibitors | recombinant tau K18 P301L, heparin-induced fibrillization, ThT fluorescence | P10636; further: nearly all actives have a fitted effect of over 55% in size
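Using a mix of unlabeled (15 uM) and Alexa 594-labeled (0.24 uM) tau K18 P301L, heparin-triggered fibrillization over 6 hr at 37 C was scored by ThT fluorescence.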
Tau fluor cs: counter-screen for tau fibril formation inhibitors. Potency, µM (highest dose often 57.7 µM), without a hit: at the top dose activity change, negative = decrease. AID 1463. actives 0.93% (n = 280,000). tau K18 P301L (four-repeat tau fragment) Alexa594 fluorescence, heparin fibrillization; further: nearly all actives have a fitted effect of over 55% in size
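Human K18 P301L tau (15 uM unlabeled plus 0.24 uM Alexa 594-labeled, final) in 100 mM sodium acetate pH 7 was mixed with compound and 20 uM heparin and incubated 6 hr at 37 C.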
Tau FP inhib: tau fibrillization inhibition (FP) | P10636 | K18 P301L tau heparin fibrillization, Alexa594 FP, 6 h | Potency, µM (titrated, usually from 57.7 µM), for the others: top-dose activity, negative = inhibition, hits mostly inhibitors | actives 0.39% (n = 280,000) | AID 1468; further: nearly all actives have a fitted effect of over 55% in size
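Recombinant K18 P301L […], labeled with Alexa 594 at 0.24 uM over 15 uM unlabeled; heparin inducer 20 uM final; 37 C, 6 hr; FP endpoint.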
L3MBTL1 block: inhibitors of human L3MBTL1. Q9Y468. actives 0.66% (n = 230,000). AlphaScreen L3MBTL1–H3K9me1 peptide binding. AID 485360. Potency, µM (highest dose often 57.1 µM), for the others: top-dose activity, negative = inhibition, actives largely listed as inhibitors; further: nearly all actives have a fitted effect of over 60% in size
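Read-out is AlphaScreen signal from streptavidin donor and nickel chelate acceptor beads (10 ug/mL final each) bridging L3MBTL1 (50 nM) and biotinylated K9-monomethylated H3(1-15) peptide (75 nM), after 30 min compound exposure at room temperature.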
* hit, by the source's call; ? = inconclusive; · = no result given; [ ] = dose if it differs, or a comment. Unless noted, the call rests on the fitted dose curve; in most records, active means well fitted curve in the direction sought with a large enough effect; inconclusive means small, poorly fitted or top-dose-only effect, or another doubt; inactive means no such curve, though single readings can be large; an effect the other way counts as inactive or inconclusive. Unless noted, on the % scale 0 is the no-effect control and ±100 the full control effect; potency means the concentration at half of the fitted maximal effect.

SMILES	aGal spleen mod	ALDH1A1 block	TRb-SRC2 inh	TexasRed fluor	Tau ThT inhib	Tau fluor cs	Tau FP inhib	L3MBTL1 block
COC(=O)c1ccc(C(=O)OC)c(NC(=S)N2CCN(C)CC2)c1	16%	?	7%	0%	-4%	-1%	-8%	7%
COc1cccc(-c2cc(C(=O)Nc3ccc4c(c3)OCO4)no2)c1	·	·	-4%	-7%	-17%	-15%	-2%	·
COc1ccc(CCNC(=O)CN2C(=O)COc3ccc(S(=O)(=O)N4CCCC4)cc32)c(OC)c1	·	·	-5%	-2%	4%	1%	-1%	·
Cc1cc(C)n(C(=O)CCN2C(=O)c3ccccc3C2=O)n1	8%	?	-5%	2%	2%	4%	4%	-6%
COc1cccc(NC(=O)NCc2c(-c3ccccc3)noc2C)c1	2%	-5%	5%	-1%	-7%	-23%	-13%	-2%
O=C(O)c1ccc(CNCc2ccc(Cl)cc2Cl)cc1	-1%	5%	-6%	1%	-7%	-6%	-3%	·
Cn1c(=O)oc2cc(S(=O)(=O)CCC(=O)NCc3ccc(Cl)cc3)ccc21	·	·	0%	0%	?	-13%	-11%	·
O=C(Cc1c(C(=O)O)[nH]c2ccccc12)NC1CCCC1	4%	1%	0%	-1%	5%	2%	-1%	-6%
COc1cccc(NC(=O)c2oc3ccccc3c2NC(=O)c2ccc(C(F)(F)F)cc2)c1	·	·	-10%	-4%	18%	-23%	?	·
COc1ccc2c(c1)c(=O)c(C(=O)c1ccc(F)cc1)cn2CC(=O)Nc1ccc2c(c1)OCO2	·	·	-3%	0%	?	-27%	-11%	·
Cc1csc(SCC(=O)NCc2ccc3c(c2)OCO3)n1	5%	·	3%	-1%	·	-2%	1%	·
COc1ccccc1C(=O)Nc1c(C(=O)c2ccccc2)oc2ccccc12	·	·	-12%	0.056µM*[quencher]	-5%	-29%	?	·
N#C/C(=C/c1ccc(-c2ccccc2[N+](=O)[O-])o1)C(N)=O	8%	19%	-5%	1%	-5%	-5%	-6%	-1%
CCCCC(CC)C(=O)O (centres undefined)	7%	-10%	8%	0%	·	·	·	-3%
CCOc1cccc(OCCn2cnc3ccccc3c2=O)c1	4%	-8%	-8%[53 µM]	-1%[53 µM]	10%	9%	4%	8%
CC1(C)NC(=O)N(CCOc2cccc(Cl)c2Cl)C1=O	-7%	-5%	-1%	3%	4%	4%	0%	0%
COc1ccc(OC)c(S(=O)(=O)NCCc2sc(-c3cccnc3)nc2C)c1	·	·	-4%	-3%	-5%	-5%	5%	·
CC(C)c1ccc(NC(=O)c2cnc3sc(N4CCCC4)nn3c2=O)cc1	·	·	1%	4%	-4%	-1%	-2%	·
O=S(=O)(Cc1ccccc1)N1CCN(C/C=C/c2ccccc2)CC1	-2%	?	-4%	4%	1%	-1%	2%	·
Cc1cc(C(=O)NCC(=O)OCC(=O)N(C)C2CCCCC2)ccc1[N+](=O)[O-]	5%	7%	3%	2%	0%	0%	6%	1%
O=C(CCl)NCc1c(Cl)cccc1-n1cccc1	7%	28µM*	-13%	2%	-4%	-4%	-10%	-2%
COc1ccccc1CCNC(=O)CCn1c(=O)c2cccn2c2ccc(F)cc21	·	·	8%	2%	9%	11%	-13%	·
CC(NC(=O)Cc1ccccc1)c1nc2ccccc2[nH]1 (centres undefined)	5%	7%	0%	-1%	4%	2%	-4%	2%
Cc1nnc(NC(=O)CCCN2C(=O)c3ccccc3C2=O)s1	-7%	14%	-1%	-1%	-5%	-2%	1%	·
CC1(C)CC(=O)C(Sc2ccccc2)=C(O)C1	3%	20µM*	9%	-2%	-9%	5%	-4%	-5%

Shown as comma-separated lines: entries from further up
SMILES,aGal spleen mod,ALDH1A1 block,TRb-SRC2 inh,TexasRed fluor,Tau ThT inhib,Tau fluor cs,Tau FP inhib,L3MBTL1 block
CCOc1cccc(OCCn2cnc3ccccc3c2=O)c1,4%,-8%,-8%[53 µM],-1%[53 µM],10%,9%,4%,8%
CC1(C)NC(=O)N(CCOc2cccc(Cl)c2Cl)C1=O,-7%,-5%,-1%,3%,4%,4%,0%,0%
COc1ccc(OC)c(S(=O)(=O)NCCc2sc(-c3cccnc3)nc2C)c1,·,·,-4%,-3%,-5%,-5%,5%,·
CC(C)c1ccc(NC(=O)c2cnc3sc(N4CCCC4)nn3c2=O)cc1,·,·,1%,4%,-4%,-1%,-2%,·
O=S(=O)(Cc1ccccc1)N1CCN(C/C=C/c2ccccc2)CC1,-2%,?,-4%,4%,1%,-1%,2%,·
Cc1cc(C(=O)NCC(=O)OCC(=O)N(C)C2CCCCC2)ccc1[N+](=O)[O-],5%,7%,3%,2%,0%,0%,6%,1%
O=C(CCl)NCc1c(Cl)cccc1-n1cccc1,7%,28µM*,-13%,2%,-4%,-4%,-10%,-2%
COc1ccccc1CCNC(=O)CCn1c(=O)c2cccn2c2ccc(F)cc21,·,·,8%,2%,9%,11%,-13%,·
CC(NC(=O)Cc1ccccc1)c1nc2ccccc2[nH]1 (centres undefined),5%,7%,0%,-1%,4%,2%,-4%,2%
Cc1nnc(NC(=O)CCCN2C(=O)c3ccccc3C2=O)s1,-7%,14%,-1%,-1%,-5%,-2%,1%,·
CC1(C)CC(=O)C(Sc2ccccc2)=C(O)C1,3%,20µM*,9%,-2%,-9%,5%,-4%,-5%

Additional records follow:
SMILES	aGal spleen mod	ALDH1A1 block	TRb-SRC2 inh	TexasRed fluor	Tau ThT inhib	Tau fluor cs	Tau FP inhib	L3MBTL1 block
CNC(=O)CS(=O)(=O)CC(=O)Nc1cc(OCCOC)c(Cl)cc1Cl	17%	5%	-5%	1%	3%	-6%	?	0%
CC(=O)Nc1sc2c(c1CN1CCN(C)CC1)CCCC2	9%	-4%	-13%	-1%	-5%	0%	2%	-5%
O=c1[nH]c(SCc2n[nH]c(=S)n2-c2ccccc2)nc2ccccc12	-1%	5%	-1%	-4%	-10%	1%	-8%	·
COc1ccccc1CNC(=O)C1CCN(c2ncnc3c2nc2n3CCCCC2)CC1	·	·	0%	0%	-8%	-3%	4%	·
CC(=O)NS(=O)(=O)c1ccc(NC(=S)NC(=O)COc2ccccc2C)cc1	0%	0%	6%	-6%	-12%	-8%	8%	8%
CCN(CC)CCn1c(-c2ccccc2)nc2c(NC3CCCCC3)nc(C)nc21	-2%	?	5%	-4%	-9%	-9%	7%	·
Cc1ccc(C(=O)N2CC(C)OC(C)C2)c(Cl)c1 (centres undefined)	2%	?	-11%	-2%	8%	7%	3%	·
C=Cc1ccc(Cn2ccn(-c3ccc(F)c(F)c3)c(=O)c2=O)cc1	·	·	-8%	3%	-2%	?	?	·
CN1C(=O)CC(N2CCN(C(=O)CN3CCCC3)CC2)C1=O (centres undefined)	4%	3%	-2%	0%	-5%	-7%	-2%	-8%[11.4 µM]
CCC(=O)Nc1cccc(NC(=O)c2ccc3c(c2)OCO3)c1	-22%	-8%	6%	-1%	-24%	-8%	-2%	-3%
CCNC(=O)c1ccc2c(c1)C1C3CCC(C3)C1C(c1ccccc1)N2 (centres undefined)	3%	-9%	2%	6%	-18%	-23%	3%	-15%
Cn1c(C(=O)OCC(=O)NCc2cccs2)cc2sccc21	6%	-7%	-7%	-6%	7%	5%	3%	-4%
CCCCC(=O)Nc1ccc(C(=O)Nc2nc(CC(=O)OCC)cs2)cc1	4%	-7%	-8%	-3%	?	-26%	-8%	·
Clc1ccc(Sc2ccc(/C=N/n3cnnc3)o2)cc1	2%	-1%	-5%	-5%	-1%	-8%	0%	-3%
CNc1cc(N2CCCCCC2)ccc1[N+](=O)[O-]	-24%	10µM*	-12%	0%	?	-10%	8%	-21%
CCn1cc(-c2nnnn2-c2ccc(Cl)cc2)c(=O)c2ccccc21	-5%	?	-1%	-2%	3%	-3%	5%	5%
CN1CCc2nc(NC(=O)c3cccc(OC(F)F)c3)sc2C1	7%	4%	2%	-5%	-17%	-23%	-10%	·
COc1ccc(-n2ccnc2SCC(=O)NCc2ccc(F)cc2)c(OC)c1	-5%	10%	4%	0%	-2%	1%	2%	·
CCn1cc(CNC(=O)CC2C(=O)NCCN2CC(c2ccccc2)c2ccccc2)cn1 (centres undefined)	6%	-10%	2%	0%	-2%	-2%	-15%	-4%
COc1cccc(-c2cc3nc4c(c(NCC(C)(C)CN(C)C)n3n2)CCCC4)c1	7%	9%	0%	4%	-4%	1%[2.34 µM]	-4%[2.34 µM]	4%
Cc1ccc(COc2ccsc2C(=O)NN)cc1	-3%	6.3µM*	-2%	0%	-1%	8%	-3%	7%
CCOC(=O)c1c(-c2ccc(F)cc2)csc1NC(=O)CCN1CCOCC1	6%	?	-18%	2%	-16%	-11%	-8%	-10%
CCN1C(=O)c2ccccc2S(=O)c2ccc(C(=O)N3CCN(c4cc(Cl)ccc4C)CC3)cc21 (centres undefined)	·	·	-6%	-1%	-17%	-13%	3%	·
c1cncc(CSc2ccc(-c3ccc4c(c3)OCO4)nn2)c1	-1%	-6%	-4%	-2%	-18%	-11%	-5%	·
CCCCn1cnc2c([nH]c3cc(OC)ccc32)c1=O	2%	?	4%	0%	-11%	-6%	5%	2%
CCOC(=O)c1oc2ccccc2c1CSc1nnnn1-c1ccc(C)cc1	-3%	?	-14%	-3%	-20%	?	-6%	-5%
COc1ccc(OCC(O)Cn2cnc(-c3ccc(Br)cc3)c2)cc1 (centres undefined)	2%	-16%	0%	-1%	?	-20%	?	-7%
Cc1cccc(C)c1NC(=O)Cn1c(=O)n(CCCS(=O)(=O)C2CCCCC2)c(=O)c2ccccc21	·	·	-10%	1%	3%	-2%	-3%	·
CCCn1c(SCc2ccccn2)nc2c1c(=O)n(C)c(=O)n2C	-4%	-3%	1%	-7%	-12%	1%	4%	3%
